# PAX8 inh HTS – lowers PAX8-driven luciferase in RMG-I cells. inhibition, % at 12.6 µM. AID 652154. RMG-I TPO-luciferase reporter, SteadyGlo, 24 h. 1.2% of 360,000 active;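 active = mean replicate inhibition at least 60% with every replicate also reaching 60%; inconclusive = only one of the two criteria is met; inactive = mean below 60% and not all replicates reaching 60%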;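 note: luciferase light reporting Pax8 driven TPO promoter activity; plate controls were median of neutral control wells for no effect and mitoxantrone controls for full effect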
# EWS-Fli inh – EWS/Fli transcriptional activity inhibition; inhibition, % at 12.6 µM; 0.67% of 350,000 active; A673 NR0B1-luciferase reporter, viability-normalised; AID 651661;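 active = mean inhibition of at least 50% after viability correction, with every replicate also passing that limit; inconclusive = mean reaches 50% but only one of two replicates passes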;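 note: firefly luciferase signal divided by Alamar Blue viability fluorescence both relative to DMSO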
# GSIS activator – GLuc luminescence reporter in INS-1E cells, primary screen for activators of glucose-dependent secretion of insulin. activation, % at 16.6 µM. INS-1E GLuc reporter insulin secretion, 2-3 h. 0.61% of 370,000 active;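 active = lowest replicate activation of at least 40%, so every replicate reaches that level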;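 note: 0% = median of neutral control wells and 100% = median of IBMX positive control wells; some compounds called inactive have numbers as strong as hits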
# miR122 inh – inhibitors of miR-122 in Huh7 cells; activation (reporter increase), % at 12.5 µM; 0.3% of 340,000 active; Huh7 miR-122 Renilla luciferase sensor, 48 h; neutral wells = 0, positive control = 100;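 active = mean replicate activation score at least 90 and every replicate individually at or above 90; inconclusive = only one of the two criteria met; inactive = neither criterion met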;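 note: higher luciferase means less miR-122 activity so hits act as miR-122 inhibitors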
# FN deposit inh – fibronectin deposition inhibition | AH1F fibroblasts, Alexa488-fibronectin deposition fluorescence, overnight | inhibition, % at 12.6 µM | 0.086% of 350,000 active;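 active = mean inhibition across replicates of 30% or more, regardless of how many single replicates reach that level; inconclusive = mean under 30% yet at least half of replicates reach 30%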;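 note: positive control wells lacked labelled fibronectin entirely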
#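 Material – AH1F fibroblast monolayer, labelled fibronectin deposition · Reagent – labelled fibronectin 24 nM · Timing – 1 h adhesion, overnight exposure · Measured by – fluorescence at 485 nm excitation, 525 nm emission · Read-out – inhibition of fibronectin deposition signal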
# DENV2 CPE rescue – DENV2-induced cell death inhibition; AID 651640; DENV2-infected cells, cytopathic effect rescue, plate reader; CPE inhibition, % at 9.99 µM; 1.7% of 350,000 active; in the data active = CPE inhibition above about 20%, passing the limit was not always enough; inconclusive = no clear call, values can overlap the other calls; tested in BHK-21 cells;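 note: 0% = median of neutral control wells and 100% = median of positive control wells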
# F508del corr – CFTR F508del correction in bronchial cells; CFBE cells, YFP halide quenching; stimulated with forskolin plus potentiator P3; % fluorescence drop versus neutral controls; activity (quench increase), % at 7.58 µM; 0.36% of 350,000 active;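 active = mean added fluorescence quench of at least 8% versus neutral control, with both replicates also reaching 8%; inconclusive = only one of the mean or replicate conditions met; inactive = mean below 8% and not both replicates reaching 8%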;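 note: cells transiently co-express mutant CFTR-F508del with the halide-sensitive YFP; corrector assay measuring rescue of mutant channel to the surface after 24 h compound exposure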
# * marks the source's active call; other numbers are inactive results; ? = inconclusive; · = not tested or not shown; [ ] = remark or other dose. Compounds as they come (roughly 3.9% active in at least one column).
SMILES,PAX8 inh HTS,EWS-Fli inh,GSIS activator,miR122 inh,FN deposit inh,DENV2 CPE rescue,F508del corr
COCCN1C(=O)CCC1(C)C(=O)Nc1c(C)cccc1C (stereo not drawn),-6,-4,5,6,-13,-3,3.4
O=C(C[C@@H]1CC[C@H]2[C@@H](COC[C@@H](O)CN2C(=O)c2ccccc2F)O1)NCc1ccc(-c2ccccc2)cc1,·,·,-3,0[16.7 µM],4,5,-5.0
CC(Sc1nc2ccccc2c(=O)n1CCc1ccc(S(N)(=O)=O)cc1)C(=O)NC(N)=O (stereo not drawn),5,4,-3,3,-10,-5,3.1
O=C(NCCCSc1ccccc1)c1cc(Br)ccc1O,6,·,-42,2,6,-2,-1.2
CCCCCc1ccc(-c2ccc(/C=C/C(N)=O)cc2)nc1,-107,·,-4,-4,-8,·,·
C[C@H]1CN([C@@H](C)CO)C(=O)c2cccc(NC(=O)c3ccncc3)c2O[C@H]1CN(C)Cc1ccncc1,7,4,7,-9[16.7 µM],·,-3,0.8
O=C1c2cccc3cccc(c23)C(=O)N1c1ccc2ncccc2c1,5,·,·,7,0,·,·
CC(C)c1ccc(NC(=O)[C@H](Cc2c[nH]c3ccccc23)NC(=O)[C@@H]2Cc3ccccc3CN2)cc1,·,-52,-10,3,·,11,0.8
C=CCNC(=O)[C@@H]1[C@H]2C(=O)O[C@H](c3ccccc3)[C@H](c3ccccc3)N2[C@H](c2ccccc2OCCO)[C@@]12C(=O)N(C(=O)OCCOC)c1ccccc12,87*,7,·,·,·,10,1.2
Cc1ccc(CNC(=O)Cn2cnc3c(OCc4ccccc4)ncnc32)o1,-7,-2,-12,-2,4,-4,0.3
CCC(C)NC(=O)c1ccc(CSCc2ccccc2Cl)o1 (stereo not drawn),14,-12,-28,3,0,0,-3.3
C[C@H](CO)N1C[C@H](C)[C@@H](CN(C)C)OCCCC[C@H](C)Oc2ccc(NC(=O)NC3CCCCC3)cc2C1=O,-8,-15,11,5[16.7 µM],·,20,-2.2

# Next part (4 carried over from the part before).
SMILES,PAX8 inh HTS,EWS-Fli inh,GSIS activator,miR122 inh,FN deposit inh,DENV2 CPE rescue,F508del corr
C=CCNC(=O)[C@@H]1[C@H]2C(=O)O[C@H](c3ccccc3)[C@H](c3ccccc3)N2[C@H](c2ccccc2OCCO)[C@@]12C(=O)N(C(=O)OCCOC)c1ccccc12,87*,7,·,·,·,10,1.2
Cc1ccc(CNC(=O)Cn2cnc3c(OCc4ccccc4)ncnc32)o1,-7,-2,-12,-2,4,-4,0.3
CCC(C)NC(=O)c1ccc(CSCc2ccccc2Cl)o1 (stereo not drawn),14,-12,-28,3,0,0,-3.3
C[C@H](CO)N1C[C@H](C)[C@@H](CN(C)C)OCCCC[C@H](C)Oc2ccc(NC(=O)NC3CCCCC3)cc2C1=O,-8,-15,11,5[16.7 µM],·,20,-2.2
CCOc1ccc(S(=O)(=O)N(CC(N)=O)c2ccc(C)cc2)cc1,-10,·,·,2,2,·,·
COc1cc(C(=O)NCC(=O)OC(C)C(=O)Nc2ncc(Cl)cc2Cl)cc(OC)c1OC (stereo not drawn),9,-4,16,1,-19,7,-0.6
Cc1nc(N2CCN(c3ccccn3)CC2)c2c(C)c(C(=O)N3CCN(c4ccc(F)cc4)CC3)sc2n1,0,19,5,-16,-4,0,-0.7
Cc1ccc(S(=O)(=O)N2C[C@H](O)COC[C@H]3O[C@@H](CC(=O)N[C@H]4CCN(Cc5ccccc5)C4)CC[C@@H]32)cc1,7,2,13,-4[16.7 µM],-1,-3,-1.7
COc1ccc(S(=O)(=O)Nc2ccc3c(c2)CC(=O)N([C@@H](C)CO)C[C@@H](C)[C@@H](CN(C)S(=O)(=O)c2ccc(F)cc2)O3)cc1,-7,-4,-6,-6[16.7 µM],·,-12,1.6
COc1ccc(CN(C)C[C@@H]2Oc3ccc(NC(=O)C4CCCCC4)cc3CC(=O)N([C@H](C)CO)C[C@H]2C)cc1,·,-2,0,-3[16.7 µM],·,-5,-1.9
CC1CN(C(=O)COC(=O)c2cc(=O)[nH]c3ccccc23)CC(C)O1 (stereo not drawn),12,-1,0,-24,-2,3,-2.1
O=C(NNC(=S)Nc1ccccc1Cl)c1ccccc1,-170,·,-19,-4,·,-4,1.0
CNS(=O)(=O)c1ccc(NC(=O)C(CCSC)NC(N)=O)cc1 (stereo not drawn),14,·,·,-2,4,·,·
O=S(=O)(c1cccc2cnccc12)N1CCNCC1,-42,3,13,1,15,-2,0.6
O=C(c1cccc(S(=O)(=O)NCc2ccc3c(c2)OCO3)c1)N1CCCC1,-11,0,10,·,-19,-4,1.5
Cc1cccc(NC(=O)Cn2c(=O)oc3ccccc32)c1C,-14,-3,2,·,2,5,0.6
CCCCC1=CC2=CC(=O)C(C)(OC(=O)CC)C(=O)C2=CN1CCc1ccccn1 (stereo not drawn),-2,-7,2,·,-19,?,2.0
NS(=O)(=O)c1ccc(CCNC(=O)NC2CCCCC2)cc1,16,-8,16,·,12,8,3.0
CCNC(=O)NC(=O)C(C)OC(=O)c1ccc(-n2nc(SC)sc2=S)cc1 (stereo not drawn),7,5,-9,·,4,5,1.2
c1ccc(C(c2ccccc2)N2CCN(Cc3nc(-c4cnccn4)no3)CC2)cc1,4,9,·,-4,-2,2,-0.6
C[C@@H]1CN([C@@H](C)CO)C(=O)c2cccc(NS(=O)(=O)c3ccc(F)cc3)c2O[C@H]1CN(C)Cc1ccc(C(=O)O)cc1,·,-1,17,-3[16.7 µM],·,0,-4.6
CCC(C(=O)OC)n1cnc2scc(-c3ccc(C)cc3)c2c1=O (stereo not drawn),-14,8,·,-1,4,10,1.4
CCC(=O)N1[C@H](CO)[C@@H](c2ccccc2)[C@@H]1CN(CC)C(=O)NC1CCCC1,-5,-3,1,-6[16.7 µM],·,6,2.4
C#Cc1cccc(Nc2nc(NC(C)C)nc3ccsc23)c1,8,21,·,1,19,9,2.8
CCCNC(=O)C1(C)CCN(Cc2csc(-c3ccc(Cl)cc3)n2)C1 (stereo not drawn),9,5,-19,-1,-11,-4,1.1
COC(=O)c1[nH]c2ccc(C)cc2c1NC(=O)CN1CCN(c2ccc(F)cc2)CC1,19,·,0,-6,7,·,·
CSc1ncc(C(=O)Nc2cc(C)ccc2C)c(C)n1,-7,1,-12,-9,·,0,0.0
CCCNc1cc(C)oc(=O)c1C(=O)CC,-22,-4,21,·,-3,7,6.6
Cn1cnnc1Sc1ccc(C(F)(F)F)cc1[N+](=O)[O-],2,9,4,-13,13,7,-0.6
CC1(C)OC(=O)C2=C(CC(CCc3ccccc3)OC2c2ccc(F)cc2)O1 (stereo not drawn),1,9,·,·,-11,-5,2.9
OC[C@@H]1CN(Cc2ccc(Cl)cc2)C[C@H](n2cnc3c(NC4CC4)ncnc32)O1,-8,-21,·,2,5,4,0.6
Cc1cccc(N=C2NC(=O)/C(=C/c3cccnc3)S2)c1,4,3,45*,·,-4,-2,1.2
Cc1ccc(S(=O)(=O)N2C[C@H](O)COC[C@H]3O[C@@H](CC(=O)NCC4CCCCC4)CC[C@@H]32)cc1,20,4,-9,12[16.7 µM],-5,2,-1.9
NC(=S)N/N=C1\c2ccccc2-c2c(C(=O)O)cccc21,4,16,-1,2,-4,2,0.0
O=C(c1cccc(F)c1)N1CC2(C1)[C@@H](c1ccccc1)[C@@H](CO)N2C(=O)C1CCCCC1,2,-4,-5,·,2,-12,-0.2
O=C(O)c1ccc(S(=O)(=O)c2ccccc2C(=O)O)c([N+](=O)[O-])c1,13,1,-5,·,1,?,-1.0
Cc1ccc(S(=O)(=O)CCC(=O)Nc2nc(C(C)(C)C)cs2)cc1,58,·,-35,9,6,-3,-1.0
CCC(C)n1nccc1NC(=O)C(C)OC(=O)c1cc2ccccc2[nH]1 (stereo not drawn),1,·,·,-3,0,·,·
CCN(CC)C(=O)COc1ccc2c3c(c(=O)oc2c1C)CCCC3,-10,-4,-14,-5,0,13,0.0
Cc1ccc(CN(C(=O)COc2ccc([N+](=O)[O-])cc2)C2CCS(=O)(=O)C2)o1 (stereo not drawn),-4,·,13,-5,2,0,-2.2
O=c1oc2ccccc2c2oc3cc(O)c(O)cc3c12,-9,0,14,1,2,-5,0.4
Cc1ccc(NC(=O)CCC(=O)c2cc(C)sc2C)nc1,4,3,23,·,-4,18,0.1
COc1ccccc1NC(=O)N1CCCCN2[C@H](CO)[C@H](c3ccc(-c4cccc(F)c4)cc3)[C@H]2C1,58,35,-11,-13[16.7 µM],·,-35,4.2
Cn1nc(C(C)(C)C)cc1C(=O)O,11,-4,6,·,7,2,-3.2
COc1ccc2c3c(n(C)c2c1)[C@H](CO)N(Cc1ccccc1OC)CC31CN(CC2CCOCC2)C1,·,13,-20,·,·,-14,1.2
CCOC(=O)C(C)Sc1nc(N)c(NC(=O)c2ccc(OC)c(OC)c2)c(=O)[nH]1 (stereo not drawn),-12,2,·,·,9,-14,2.4
C/C=C/c1ccc([C@@H]2[C@@H](CO)N3C(=O)CN(C(=O)c4cnccn4)C[C@@H]23)cc1,·,·,-3,·,·,59*,1.1
CCCc1noc2c1C(c1cc(Br)ccc1F)C(C#N)=C(N)N2 (stereo not drawn),18,-1,-24,11,0,-1,-0.1
CC(C)C#Cc1cnc2c(c1)C(=O)N([C@@H](C)CO)C[C@@H](C)[C@@H](CN(C)C(=O)Nc1ccccc1)O2,·,-13,12,-9[16.7 µM],-8,4,0.2
Cc1ccc(C)c(S(=O)(=O)Nc2ccc(C(=O)N3CC(C)OC(C)C3)cc2)c1 (stereo not drawn),1,2,-4,·,2,-5,-4.8
COc1ccc(S(=O)(=O)Nc2ccc3c(c2)C(=O)N([C@@H](C)CO)C[C@@H](C)[C@@H](CN(C)C(=O)CCC(F)(F)F)OCCCC[C@@H](C)O3)cc1,8,6,-12,-6[16.7 µM],·,-3,-0.1
Cc1noc(C)c1S(=O)(=O)N(C)C[C@H]1Oc2ccc(NC(=O)CCCN(C)C)cc2C(=O)N([C@@H](C)CO)C[C@H]1C,·,1,1,-3[16.7 µM],·,2,0.5
O=C(Nc1c(-c2ccccc2)[nH][nH]c1=O)c1ccc2c(c1)OCO2,-5,-14,-16,·,3,?,4.1
O=C(COc1ccccc1F)NC1CCN(Cc2ccccc2)CC1,6,·,·,-2,6,·,·
O=c1c2ccccc2cnn1Cc1n[nH]c(=S)n1-c1ccc(F)c(Cl)c1,-24,4,2,-1,-3,4,1.5
Cc1ccc(NC(=O)CNC(=O)c2ccc(C)s2)nc1,-13,-13,0,4,2,?,-0.3
CC(C)c1nc(SCC(=O)c2ccc(F)cc2)c2ccccc2n1,-17,6,-8,·,-6,6,3.7
O=C(Nc1cccc(F)c1)c1ccc(S(=O)(=O)N2CCOCC2)cc1,-2,-1,·,-1,2,14,0.0
Cn1ccnc1C(O)c1ccco1 (stereo not drawn),·,-7,-5,-3,·,-6,3.1
COc1ccc(OCC(=O)N/N=C\c2ccco2)cc1,12,6,-2,·,·,?,-3.5
COc1cc(NC(=O)CSc2nc3cc(C)ccc3cc2C)c(C(=O)O)cc1OC,-6,·,1,·,0,·,·
CCCCCn1c(CN2CCN(C)CC2)nc2c1c(=O)n(C)c(=O)n2C,-7,2,·,·,2,-7,0.8
CSc1ccccc1C(=O)NC(C)c1ccc(-n2ccnc2)cc1 (stereo not drawn),2,·,-13,0,-2,0,-2.1
O=C(NCC(c1ccco1)N1CCN(c2ccccc2)CC1)C(=O)NC1CCCCC1 (stereo not drawn),-6,2,3,3,1,-6,2.4
CCCNC(=O)[C@H]1[C@H](CO)[C@H]2Cn3c(ccc(-c4ccc(F)cc4)c3=O)[C@H]2N1CC1CC1,4,-6,-7,-2[16.7 µM],·,1,0.2
COC(=O)C1(C(=O)OC)NOC2C(=O)N(c3ccccc3)C(=O)C21 (stereo not drawn),·,·,8,-6,3,·,·

# High-throughput results: PubChem BioAssay, Broad Institute
